All columns: NCI-60 one-dose screen, growth in % after 48 h at 10 µM unless noted; 100 = growth as untreated, 0 = no growth, -100 = all killed.
M14 – M14 melanoma; AID 1794745; 80,000 compounds, 6.2% hits
HOP-62 – HOP-62 NSCLC; 80,000 compounds, 3.9% hits; AID 1794735
SK-MEL-28 – SK-MEL-28 melanoma. 81,000 compounds, 4.1% hits
SK-MEL-2 – SK-MEL-2 melanoma | 77,000 compounds, 4.7% hits | AID 1794763
SK-MEL-5 – SK-MEL-5 melanoma; 80,000 compounds, 6.4% hits; AID 1794755
EKVX – EKVX NSCLC | 71,000 compounds, 3% hits | AID 1794765
A549/ATCC – A549/ATCC NSCLC; 81,000 compounds, 3.7% hits
HOP-92 – HOP-92 NSCLC cells; 71,000 compounds, 6.3% hits
* marks the source's active call; other numbers are inactive results; · = not tested or not shown; & = joins results of further samples; [ ] = dose if it differs, or a comment. How the source made its calls: active means growth percent below 10; inactive means the rest.

SMILES,M14,HOP-62,SK-MEL-28,SK-MEL-2,SK-MEL-5,EKVX,A549/ATCC,HOP-92
COc1ccc(CCNC(=O)C(=O)C(Cc2ccccc2)NC(=O)c2cc(O)c(O)c(O)c2)cc1 (stereo unspecified),105,115,97,110,96,106,103,99
NC(=S)N/N=C1\CCCC(C(F)(F)F)C1 (stereo unspecified),96,107,111,102,116,85,100,96
C[N+]1(CC(=O)c2ccccc2)CCOCC1,94,92,106,108,99,91,90,88
O=C(O)c1sccc1O,85,102,101,87,79,81,82,67
CCC(=O)OC1CCCCC1OC(=O)CC (stereo unspecified),114,·,124,111,112,101,94,80
Cc1c(NC2CCC(=O)N2)c(=O)n(-c2ccccc2)n1C (stereo unspecified),102,113,99,92,113,107,103,118
CCC(c1ccc(OC)cc1)C(CC)c1ccc(O)c(CN2CCN(C)CC2)c1 (stereo unspecified),-20*,·,-13*,62,4.6*,44,·,·
N=C1C(c2nc(-c3ccc(F)cc3)cs2)=C(O)CN1c1ccc2c(c1)OCO2,110,94,121,114,110,100,93,48
COC(=O)c1ccccc1-n1cc([C@]2(OC(C)=O)CC[C@H]3[C@@H]4CCC5=CC(=O)CC[C@@H]5[C@H]4CC[C@@]32C)nn1,96,96,104,94,90,·,92,·
O=C(Oc1ccc2ccccc2c1)c1ccccc1O,114,100,111,101,115,105,104,109
Cc1cc(C)nc(NS(=O)(=O)c2ccc(N/C(N)=N/c3nccc(-c4ccccc4)n3)cc2)n1,88,70,75,89,46,43,63,44
Cn1cnc2c(Cl)ncnc21,·,94,108,96,102,94,95,86
CC1(C)COC(c2cccc([N+](=O)[O-])c2)OC1,107&109,103&101,115&107,104&122,97&109,98,109&97,115&98
O=C(O)Cc1ccc(Cl)cc1,93,87,132,·,114,79,120,39
CCC(=O)Oc1ccc2ccccc2c1,92,81,110,95,92,96,99,86
O=c1c2c3c(sc2[nH]c(=S)n1-c1ccc([N+](=O)[O-])cc1)CCCCC3,101,107,110,103,84,99,98,83
O=C(O)C1CSC(c2ccccc2)N1 (stereo unspecified),96,89,100,89,101,99,100,111
COc1cc2c(cc1OC)N(CCO)C1=C(C(=O)OC1)C2c1cc(OC)c(OC)c(OC)c1 (stereo unspecified),99,98,103,·,101,108,110,·
COC(=O)[C@]12CCC(C)(C)C[C@H]1[C@H]1C(=O)C[C@@H]3[C@@]4(C)C[C@@]5(C(=O)Nc6ccccc65)C(C)(C)[C@@H]4CC[C@@]3(C)[C@]1(C)CC2,56[8.25 µM],85[8.25 µM],87[8.25 µM],88[8.25 µM],85[8.25 µM],62[8.25 µM],57[8.25 µM],81[8.25 µM]
O=S(=O)(Nc1ncccn1)c1ccc(-n2c(-c3cccs3)nc(-c3ccccc3)c2-c2ccccc2)cc1,107,104,104,109,79,85,98,105
CN(C)CCNc1nc2ccccc2c2c1c1c(n2Cc2ccccc2)-c2ccccc2C1=O,-82*,-90*,-100*,-75*,-100*,-88*,-73*,-79*
Cc1[nH]c(/C=C/C(=O)c2ccc(C(F)(F)F)c(F)c2)c(C)c1C(=O)NNc1ccccc1,68&83,81&80,96&102,95&89,89&92,61&82,59&67,87&99
N#Cc1ccc(OC(=O)Nc2c(Cl)cccc2Cl)cc1,101,107,107,·,100,·,104,·
O=[N+]([O-])c1ccc(/C=N/Nc2ccc(S(=O)(=O)O)cc2)cc1,110,107,111,114,101,123,98,82
C=C1CCOC2(C(O)C(C)(O)CO)NC(=O)C1(O)NC2=O (stereo unspecified),105,106,·,104,107,103,107,·
CCCCSc1nc(Nc2ccc(C(C)=O)cc2)c(C#N)c(-c2ccc(OC)cc2)n1,92,74,91,114,90,65,46,·
Cc1ccc[n+](CC[n+]2cccc(C)c2)c1,96,97,104,112,100,109,91,·
Cc1cc(S(=O)(=O)O)ccc1N,99,86,110,75,106,77,118,116
COc1cccc(/C=C/C(=O)C(C)(C)C)c1,99,·,111,106,96,105,79,86
CCN1C(=O)CSC1=Nc1ccc(Cl)c(Cl)c1,122,93,105,103,89,74,95,95
O=C(O)C(CCc1ccccc1)(Cc1ccccc1)C(=O)O,104,106,118,113,·,98,96,107
NCCCNC(=O)OCc1ccc2c(Cl)cc(Cl)c(O)c2n1,78,69,80,88,82,92,87,99
O=c1nc(-c2ccccc2)c2cc(-c3ccc(N4CCCC4)nc3)ccc2[nH]1,48,63,82,37,40,71,60,61
CN(CC(=O)N(Cc1ccc(C2CCCCC2)cc1)c1ccc(C(=O)NO)cc1)S(=O)(=O)c1c(F)c(F)c(F)c(F)c1F,68,103,87,81,100,106,102,95
N#CC1=C(N)Oc2c(ccc(O)c2O)C1c1c[nH]c2ccccc12 (stereo unspecified),89,88,107,102,73,82,81,72
COc1ccc(NC(=O)Nc2ccc(C#N)cc2)cc1,115&113,90,122&117,106,99&101,115,97&102,131
COc1ccccc1C(=O)CSc1nc(Nc2ccc(S(N)(=O)=O)cc2)c2ccccc2n1,94,87,97,98,92,93,99,90
CC(=O)c1c(C)cc(C)nc1C,104,96,110,100,102,·,96,105
[O-]/C(=C\[P+](c1ccccc1)(c1ccccc1)c1ccccc1)c1ccccc1,105,103,119,·,105,93,92,65
O=S(=O)(c1ccc(N=Cc2cccs2)cc1)c1ccc(N=Cc2cccs2)cc1,169,118,114,85,112,106,100,107
CN(C)c1nc2c(cnn2C)c(=O)[nH]1,104,105,115,112,95,136,101,63
COc1ccc(C2c3ccc4ccccc4c3Oc3ncn(CCCn4ccnc4)c(=N)c32)cc1OC (stereo unspecified),50,73,68,81,64,·,55,24
O=C(O)c1ccc(Nc2ccnc(SCC(=O)c3ccc(C(F)(F)F)cc3)n2)cc1,99,102,98,104,95,89,90,84
O=C1CCCc2cc(OCCCC(=O)NC3CCCCC3)ccc2N1,107,100,113,104,98,96,104,·
CCCCCC1C(C)=CC(C)=C(C)C1(C)CN(C)C (stereo unspecified),105,92,112,136,109,131,101,107
COc1ccc(-c2nc3sccn3c2-c2nc3c([nH]2)C(=O)c2ccccc2C3=O)cc1,130,107,90,101,89,83,68,·
O=c1c2cc(F)ccc2sc2c(N3CCNCC3)nc3ccc(F)cc3c12,-62*,58,28,91,81,66,13,7.4*
C=S(=C)(Nc1ccc(-c2cc(-c3ccccc3F)on2)cc1)c1ccc(C)cc1,95,85,105,108,90,88,85,67
CCC1S/C(=N\N=C(\C)c2cc3cc(Cl)ccc3o2)N(c2ccccc2)C1=O (stereo unspecified),62,100,111,299,50,102,132,71
COc1cccc(CNc2ccccc2)c1O,104,100,102,106,94,110,99,·

Taken from above:
Under HOP-92, `CC(=O)c1c(C)cc(C)nc1C` has 105
Under HOP-62, `CCCCSc1nc(Nc2ccc(C(C)=O)cc2)c(C#N)c(-c2ccc(OC)cc2)n1` has 74
Under EKVX, `Cc1cc(S(=O)(=O)O)ccc1N` has 77
Under A549/ATCC, `[O-]/C(=C\[P+](c1ccccc1)(c1ccccc1)c1ccccc1)c1ccccc1` has 92
Under SK-MEL-5, `C=S(=C)(Nc1ccc(-c2cc(-c3ccccc3F)on2)cc1)c1ccc(C)cc1` has 90
Under SK-MEL-28, `Cc1ccc[n+](CC[n+]2cccc(C)c2)c1` has 104
Under SK-MEL-5, `N#CC1=C(N)Oc2c(ccc(O)c2O)C1c1c[nH]c2ccccc12` (stereo unspecified) has 73

Part of the list above in order of SMILES length, lowest first:
SMILES,M14,HOP-62,SK-MEL-28,SK-MEL-2,SK-MEL-5,EKVX,A549/ATCC,HOP-92
CN(C)c1nc2c(cnn2C)c(=O)[nH]1,104,105,115,112,95,136,101,63
COc1ccccc1C(=O)CSc1nc(Nc2ccc(S(N)(=O)=O)cc2)c2ccccc2n1,94,87,97,98,92,93,99,90
CN(CC(=O)N(Cc1ccc(C2CCCCC2)cc1)c1ccc(C(=O)NO)cc1)S(=O)(=O)c1c(F)c(F)c(F)c(F)c1F,68,103,87,81,100,106,102,95

The results go on.
SMILES,M14,HOP-62,SK-MEL-28,SK-MEL-2,SK-MEL-5,EKVX,A549/ATCC,HOP-92
O=c1[nH]c2cccc(Cl)c2c2ccccc12,127,92,100,114,94,63,92,106
COC(=O)C1=C(C)NC(C)=C(C(=O)OCC(C)C)C1c1ccccc1[N+](=O)[O-] (stereo unspecified),51,79,87,65,38,58,65,47
CCOP1(=O)OCCN(C)c2oc(-c3ccc(C)cc3)nc21 (stereo unspecified),107,105,111,108,100,95,99,114
COc1ccc(-c2cc(=O)oc3cc(O)ccc23)cc1,100,84,97,108,98,89,96,55
Cc1ccc2c(c1)N1NCC=C1NC2=O,95,97,106,108,104,102,96,104
Cc1c(C(=O)Nc2ccc(S(=O)(=O)N3CCOCC3)cc2)oc2ccccc12,96,92,95,90,78,68,86,76
ON=C1Cc2ccccc2C1,102,121,109,106,103,123,102,113
CN(C)c1ccc(/C=C2\Oc3cc(OCCN4CCCCC4)ccc3C2=O)cc1,96,90,99,116,96,96,97,77
CCc1ccc2c(c1)C(=O)c1ccccc1C2=O,112,100,·,107,106,107,90,87
COc1cc(-c2nnc(/C=C/c3cn(-c4ccccc4)nc3-c3ccc(C)cc3)o2)cc(OC)c1OC,95,74,101,99,103,85,63,94
Cc1c(-c2cn(C3CC3)c3cc(N4CCNCC4)c(F)cc3c2=O)ssc1=S,103,113,99,119,92,104,94,·
Cn1c(=O)c2[nH]c(CCCCCCCc3nc4c([nH]3)c(=O)n(C)c(=O)n4C)nc2n(C)c1=O,100,86,97,103,106,99,94,·
CC(=O)NC(C)(C)C(=O)N1CCC[C@H]1C(=O)NC(C)(C)C(=O)N[C@@H](C)C(=O)NC(C)(C)C(=O)N[C@@H](C)C(=O)N[C@@H](CCC(N)=O)C(=O)NC(C)(C)C(=O)N[C@H](C(=O)NC(C)(C)C(=O)NCC(=O)N[C@@H](CC(C)C)C(=O)NC(C)(C)C(=O)N1CCC[C@H]1C(=O)N[C@H](C(=O)NC(C)(C)C(=O)NC(C)(C)C(=O)N[C@@H](CCC(N)=O)C(=O)N[C@@H](CCC(N)=O)C(=O)N[C@H](CO)Cc1ccccc1)C(C)C)C(C)C,69[4.25 µM],61[4.25 µM],65[4.25 µM],91[4.25 µM],38[4.25 µM],77[4.25 µM],49[4.25 µM],60[4.25 µM]
Cc1cc(=O)oc2cc(OC(=O)CN3CCOCC3)ccc12,98,104,105,106,102,92,102,109
CC(C)c1ccc(/C=N/Nc2nc3ccccc3s2)cc1,95,88,108,106,92,87,86,83
CCCCCCCOc1c2c(nc3c1c1ccccc1n3C)-c1ccccc1C2,88,64,115,·,96,102,89,80
O=C(Nc1cccc2c1N(C(=O)c1ccco1)CCC2)c1ccco1,100,107,114,101,104,93,105,·
Cc1cc(=O)cc(S)[nH]1,96,89,104,98,103,·,99,·
COc1ccc([C@H]2[C@H](C(=O)O)c3ccccc3C(=O)N2c2ccccc2)cc1,84,115,101,93,97,94,100,75
COC(=O)c1c(C(=O)OC)c2c3ccccc3c3ccccc3n2c1C(=O)C(C)(C)C,74,118,92,83,47,96,101,56
C/C(=C\C(C)c1ccccc1)[N+](=O)[O-] (stereo unspecified),99,104,113,116,100,103,98,101
COc1cc2oc(-c3cccc(NC(=O)Nc4ccc(Cl)cc4)c3)cc(=O)c2c(OC)c1OC,66,96,91,78,·,85,66,82
CN(C)CCC=C1c2ccccc2-c2ccccc21,95,87,111,96,91,104,93,66
O=C1Nc2cc(Cl)ccc2Oc2cc(Cl)ccc21,103,89,103,96,95,97,95,99
COc1ccc2cc([C@H](C)C(=O)N/N=C/c3ccc(Cl)cc3)ccc2c1,108,89,104,109,99,98,94,109
CC(=O)N1CCN(C(C)=O)c2ccccc21,110,103,110,101,105,110,111,102
O=C(O)c1ccc(NS(=O)(=O)Cc2ccc(Cl)c(Cl)c2)cc1,105,102,113,112,·,116,96,87
CCCC(NC(=O)OCc1ccccc1)C(=O)O (stereo unspecified),93,111,93,128,90,96,80,82
N#Cc1ccc(N2Cc3cc(Cl)ccc3OC3=C2C(=O)N(Cc2ccccc2)C3=O)cc1,-36*,59,-44*,-39*,-31*,44,66,-64*
CC(C)(C)c1ccc(C(=O)C2CC2)cc1,120,101,105,94,103,109,90,112
Cc1csc(=N)n1/N=C/c1cccnc1,107,90,108,·,101,95,93,85
N#CCNc1ccccc1,·,98,121,115,102,100,101,104
O=C(O)CCN1CCN(CCC(=O)O)CC1,114,100,123,109,101,104,113,98
COc1ccc(C(=O)OC2C(OC3C(O)COC(O[C@H]4C[C@H]5[C@@H]6CC=C7C[C@@H](O)CC[C@]7(C)[C@H]6CC[C@]5(C)[C@H]4[C@H](C)C(=O)CCC(C)C)C3OC(C)=O)OCC(O)C2O)cc1 (stereo partly specified),-69*,-32*,-55*,-52*,-77*,7.5*,-14*,·
Cc1ccc(C)c(CC#N)c1,107,100,115,111,102,102,99,·
O=C(CCCCCCN1CC(=O)N2[C@@H](c3cccc(Cl)c3)c3[nH]c4ccccc4c3C[C@H]2C1=O)NO,46,52,40,56,34,70,80,45
CCCCSc1nc(NCCc2c[nH]c3ccccc23)c(C#N)c(-c2ccc(OC)cc2)n1,70,57,76,77,46,40,61,47
CC(C)CC(=O)c1c2c(c3oc(=O)cc(-c4ccccc4)c3c1O)C=CC(C)(C)O2,98,104,110,109,97,103,106,88
COc1ccc(/C=C2/SC(=O)NC2=O)cc1OC,88,96,106,91,91,87,98,·
CC1=NN(c2cc(S(=O)(=O)O)ccc2Cl)C(=O)C1N=Nc1ccccc1 (stereo unspecified),103,101,105,·,106,107,103,111
CCNC(=O)C(=O)[C@H](Cc1ccccc1)NC(=O)c1[nH]c2ccccc2c(=O)c1C,93,105,101,110,99,96,98,93

Screens: PubChem, NCI
